Bioassay records deposited in PubChem by several laboratories.
SIAE inh = human SIAE inhibition, primary screen; SIAE FP-Rh probe binding, fluorescence polarization; inhibition, % at 9.66 µM; 0.69% of 370,000 active; Q9HAT2;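 active means inhibition above a cutoff: mean of compounds within the control limits plus 3 SD of those, cut at about 17% in these data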;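 further: 0% = plate median of compound wells and 100% = probe without SIAE protein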
rCAG binder = molecules binding r(CAG) RNA repeats; r(CAG) RNA repeat, TO-PRO-1 dye displacement fluorescence; inhibition, % at 3 µM; 1.3% of 370,000 active; AID 651821;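 active means inhibition above the plate cutoff, the mean of all test compounds on that plate plus 3 SD, cut at about 35% in these data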;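 further: 0% = DMSO alone and 100% = 100 µM mitoxantrone as full dye displacement; higher means more dye released from RNA so lower well fluorescence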
GC-B act = GC-B (human) receptor activation; P20594; 0.11% of 370,000 active; activation, % at 10 µM; HEK293-GC-B cells, CNP EC30, cGMP TR-FRET; 0% at EC30 CNP, 100% saturating CNP;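 active means activation at 10 µM reaching about 35% in either raw or pattern-adjusted values, limit read from the data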
Target sequence (P20594 whole entry, looked up): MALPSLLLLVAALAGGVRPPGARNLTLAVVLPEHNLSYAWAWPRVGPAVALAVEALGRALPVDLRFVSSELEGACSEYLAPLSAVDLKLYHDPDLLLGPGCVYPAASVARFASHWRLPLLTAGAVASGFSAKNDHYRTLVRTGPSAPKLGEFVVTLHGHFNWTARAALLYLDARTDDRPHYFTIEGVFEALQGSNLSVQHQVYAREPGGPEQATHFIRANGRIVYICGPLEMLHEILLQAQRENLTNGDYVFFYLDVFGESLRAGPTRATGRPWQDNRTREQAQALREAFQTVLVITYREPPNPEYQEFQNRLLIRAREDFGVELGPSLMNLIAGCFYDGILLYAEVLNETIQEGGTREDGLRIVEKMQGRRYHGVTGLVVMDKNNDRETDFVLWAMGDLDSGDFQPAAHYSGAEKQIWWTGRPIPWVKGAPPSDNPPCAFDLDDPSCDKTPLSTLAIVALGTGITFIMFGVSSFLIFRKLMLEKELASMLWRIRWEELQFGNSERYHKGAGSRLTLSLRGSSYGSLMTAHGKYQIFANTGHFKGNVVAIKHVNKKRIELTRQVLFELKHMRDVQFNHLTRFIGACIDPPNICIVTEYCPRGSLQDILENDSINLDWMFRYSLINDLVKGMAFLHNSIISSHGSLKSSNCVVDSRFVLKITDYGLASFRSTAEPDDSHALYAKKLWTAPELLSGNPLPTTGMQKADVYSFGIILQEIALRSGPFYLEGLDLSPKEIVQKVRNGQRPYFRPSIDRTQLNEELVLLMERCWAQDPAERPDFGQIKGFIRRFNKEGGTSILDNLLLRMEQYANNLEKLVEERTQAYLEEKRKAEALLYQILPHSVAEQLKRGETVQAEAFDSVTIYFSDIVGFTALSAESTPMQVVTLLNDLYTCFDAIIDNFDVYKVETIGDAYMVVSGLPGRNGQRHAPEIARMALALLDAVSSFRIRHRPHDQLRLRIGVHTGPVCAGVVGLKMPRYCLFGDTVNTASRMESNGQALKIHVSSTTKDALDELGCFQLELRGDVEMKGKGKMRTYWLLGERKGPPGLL
HTRA1 inh = inhibitors of human serine peptidase HTRA1. Q92743. recombinant HTRA1, FP-rhodamine activity-based probe, fluorescence polarization. inhibition, % at 5.96 µM. 0.5% of 340,000 active. AID 504803; in the data active means inhibition above about 36%;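 further: 0% = enzyme with DMSO and 100% = wells lacking enzyme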
TCR-CD3 inh = blocks the human TCR-CD3 interaction; 0.37% of 360,000 active; AID 651800; inhibition, % at 9.4 µM; TAMRA-labeled TCR probe fluorescence, biochemical; in the data active means inhibition above about 19%;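 further: recombinant mutant TCR 2C K166C tagged with TAMRA read by polarization; 0% = receptor in buffer alone and 100% = receptor with positive control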
MBD2 DNA inh = blocks human MBD2 binding to methylated DNA. AID 686964. TR-FRET, MBD2 binding to methylated oligonucleotide. 0.31% of 370,000 active. inhibition, % at 4.4 µM; in the data active means inhibition above about 13%
NPR1 activator = GC-A (human) enzyme activation | HEK293 GC-A cells, cGMP TR-FRET, EC30 ANP; 0% at EC30 ANP, 100% saturating ANP | AID 1671463 | 0.14% of 370,000 active | activation, % at 10 µM; in the data active means activation above about 40%
ABHD4 inh = inhibits mouse alpha/beta hydrolase domain 4; Q8VD66; purified mABHD4, FP-Rh probe fluorescence polarization; inhibition, % at 8.92 µM; 0.54% of 370,000 active; AID 720543;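 active means inhibition exceeding the mean over every tested compound plus 3 SD, cut at about 30% in these data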;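 further: 0% = plate median of compound wells and 100% = S159A mutant with DMSO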
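assay system = mABHD4 protein | compound dosing = single nominal dose of 8.92 µM, 0.89% DMSO final | read-out basis = percent inhibition of probe binding, normalized to plate controls | schedule = Enzyme–compound pre-incubation 45 min, then probe 60 min, both 25 °C | detection = fluorescence polarization, excitation 525 nm, emission 598 nm, BODIPY TMR filters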
PRMT1 FP inh = inhibitors of human PRMT1. Q99873. recombinant PRMT1, activity-based probe fluorescence polarization. inhibition, % at 2.79 µM. 1.3% of 370,000 active. AID 652257;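 active means inhibition above about 21% made by adding two undisclosed values, limit read from the data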
UHRF1 binding = UHRF1 methyl-DNA binding inhibition | 0.75% of 370,000 active | Q96T88 | inhibition, % at 4.4 µM | AID 687016 | UHRF1 binding to methylated oligo, TR-FRET; in the data active means inhibition above about 21%;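 further: UHRF1 SRA domain binding a hemimethylated CpG hairpin DNA probe; 0% = median of test compound wells and 100% = reference inhibitor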
Starred values were filed as active, the others as inactive; · = no result given. These rows are one share of the data (hit frequency here may not be typical).

SMILES	SIAE inh	rCAG binder	GC-B act	HTRA1 inh	TCR-CD3 inh	MBD2 DNA inh	NPR1 activator	ABHD4 inh	PRMT1 FP inh	UHRF1 binding
c1ccc(Nc2c3c(nc4ncnn24)CCC3)cc1	-3	-2	4	2	-1	-2	4	3	0	-1
COC(=O)/C(=C/N(C)C)C(=O)N1CCN(c2ccc(Cl)c(Cl)c2)CC1	0	-3	2	-3	-1	1	2	0	0	6
C=CCn1c(O)c(N=NC(=O)OC(C)(C)C)c2ccccc21	0	-4	-1	-1	0	0	1	3	0	-2
CCCCOC(=O)n1c(SCC(=O)N(C)C)nc2ccccc21	2	1	9	-4	-1	3	5	-11	2	2
O=C(CCNC(=O)c1ccccc1Cl)NCCc1ccc(C(F)(F)F)cc1	-3	-4	0	3	0	5	1	-3	0	-2
CCC(C)Cn1c(C(C)C)nc2ccccc21 (stereo not given)	-1	-4	1	0	3	-4	3	0	2	0
C/C(=N\N=C\c1cccc(F)c1)c1nnn(-c2nonc2N)c1C	-4	-6	-4	0	-4	8	-2	-3	3	1
C/C(=N\NC(=O)CC1N=C(Cc2ccccc2)NNC1=O)c1ccc(Br)cc1 (stereo not given)	1	5	-4	-1	8	-6	-11	2	-1	-2
O=C(NCC1(c2ccccc2)CCCC1)C(=O)N1CCOCC1	0	-6	1	11	-2	3	-2	-3	-1	0
S=C(NCCc1ccccc1)N1CCC2CC1c1c(Cl)cccc12 (stereo not given)	-5	2	4	-27	-1	6	-8	-25	0	1
COc1cc(CNc2ccc(N3CCN(C(C)=O)CC3)cc2)ccc1OCc1ccccc1	10	0	2	23	3	-2	-6	12	4	4
Cc1cc(S(=O)(=O)N2CCc3ccccc3C2)ccc1F	6	1	-2	-2	-8	-6	-2	-6	-2	1
O=C1NNC(c2ccccc2)=N/C1=C\c1ccc(Cl)cc1	7	6	-3	·	1	1	3	5	1	-4
O=S(=O)(NCC1CCCN(Cc2ccccc2O)C1)c1cccc2cccnc12 (stereo not given)	-1	-5	3	-7	6	-1	0	0	-3	2
CCOc1ccc(CN(C)c2nc(-c3cccnc3)nc3ccccc23)cc1OC	-11	-3	-2	-46	-7	3	1	-13	3	3

Pulled by compound from above (three):
SMILES	SIAE inh	rCAG binder	GC-B act	HTRA1 inh	TCR-CD3 inh	MBD2 DNA inh	NPR1 activator	ABHD4 inh	PRMT1 FP inh	UHRF1 binding
CCOc1ccc(CN(C)c2nc(-c3cccnc3)nc3ccccc23)cc1OC	-11	-3	-2	-46	-7	3	1	-13	3	3
Cc1cc(S(=O)(=O)N2CCc3ccccc3C2)ccc1F	6	1	-2	-2	-8	-6	-2	-6	-2	1
C=CCn1c(O)c(N=NC(=O)OC(C)(C)C)c2ccccc21	0	-4	-1	-1	0	0	1	3	0	-2

(further entries)
SMILES	SIAE inh	rCAG binder	GC-B act	HTRA1 inh	TCR-CD3 inh	MBD2 DNA inh	NPR1 activator	ABHD4 inh	PRMT1 FP inh	UHRF1 binding
CCN(c1ccc(NC(=O)COC(=O)/C=C/c2cccs2)cc1)C(C)C	8	-1	2	6	4	-1	1	7	11	0
CCOc1ccc(-n2c(=O)c3sccc3n(Cc3ccc(C)cc3)c2=O)cc1	-2	1	13	2	1	4	9	0	6	6
O=C(C1CCCN(S(=O)(=O)c2cccs2)C1)N1CCC(N2CCCCC2)CC1 (stereo not given)	-1	8	-1	0	-3	5	-1	-4	-3	1
Cc1nc2c(sc(=S)n2Cc2ccco2)c(=O)n1CC(=O)Nc1ccc(F)cc1	-9	10	5	-8	9	0	-1	-5	1	1
CCNC(=O)c1c(NC(C)=O)sc2c1CCCC2	-2	0	4	-2	0	2	0	-7	3	4
CC1CCCN(C(=O)c2cn(-c3ccccc3)nc2-c2cccnc2)C1 (stereo not given)	7	-4	-1	-3	-2	5	2	8	4	1
O=C(NCCOc1ccccc1)c1ccccc1[N+](=O)[O-]	8	-4	-2	5	7	2	1	2	-2	2
CCOC(=O)n1c(=O)n(Cc2c(Cl)cccc2Cl)c2ccccc21	1	0	11	-26	1	1	1	-3	-1	-2
CC1(C)NC(=O)N(CCSc2ccc(Cl)cc2)C1=O	-6	0	-1	4	7	-3	5	-1	-4	-2
COc1cccc(-c2c(C(=O)N/N=C/C3CC=CCC3)nnn2-c2nonc2N)c1 (stereo not given)	-1	7	2	-13	0	0	4	-15	1	-2
O=c1c2c(-c3ccccc3)csc2nc2n1CCC2	3	0	-4	7	0	2	0	0	12	1
CSc1nnc(-c2ccco2)n1-c1ccccc1	-2	-1	9	6	9	0	-3	4	2	0
CCOc1ccc2oc(C(=O)OCC(=O)NCC3CCCO3)c(C)c2c1 (stereo not given)	5	-1	4	-5	-3	1	1	2	5	0
CCCNC(=O)C1(C)CCN(CCOc2ccc(Cl)cc2)C1 (stereo not given)	2	1	2	·	-3	-1	1	0	-2	5
O=C(Nc1ccc(Br)cc1Cl)c1ccc(OCC2CCCO2)cc1 (stereo not given)	1	3	1	-17	-2	4	3	-23	3	10
COc1ccccc1N=C(C)C1=C(O)CSC1=O	-2	3	-1	3	5	1	-1	11	6	1
CCOC(=O)c1[nH]c(C)c(/C(O)=C2\C(=O)C(=O)N(CCN(C)C)C2c2ccc(C)o2)c1C (stereo not given)	-1	1	7	3	0	-2	2	9	2	-1
Oc1ccc(C=Nc2ccc(N3CCOCC3)cc2)c(O)c1	6	17	-7	35	-5	-3	1	27	3	-3
Cc1ccc(Cn2c(=N)c(C(=O)NCCN3CCOCC3)cc3c(=O)n4ccccc4nc32)cc1	1	2	31	12	-11	5	39	-7	6	3
COc1ccccc1OCC(=O)Nc1ccc(S(=O)(=O)Nc2onc(C)c2C)cc1	-2	13	3	3	10	-3	0	4	5	0
COc1ccc(C2CC(c3cccs3)=NN2C(=O)CCCC(=O)O)cc1OC (stereo not given)	2	4	-2	-1	1	-1	6	-4	-2	-2
COc1ccc(NC(=O)CSc2nc3ccsc3c(=O)n2CCC(=O)O)c(OC)c1	0	7	3	1	9	1	-4	-5	0	2
Cc1ccc(C)c(N(C)S(=O)(=O)c2ccc3c(c2)oc(=O)n3C)c1	-2	7	2	-5	-10	1	-3	-9	-4	5
N=C(N)n1c(N)nc2ccccc2c1=O	4	-2	2	4	-8	6	-1	-6	5	2
CCOC(=O)[C@H]1[C@H]2COc3cc(OC)ccc3[C@@H]2N2C(=O)c3cc(C)ccc3NC(=O)[C@@]12C	12	-5	-1	-22	9	-5	-2	-2	-4	0
CCOC(=O)C(=C1Nc2ccccc2N1)n1c(-c2cccnc2)nc2ccccc21	-2	7	-5	·	7	-2	1	5	-1	-6
NC(=O)c1ccsc1NC(=O)CCS(=O)(=O)c1ccccc1	-6	-1	-2	4	8	-2	2	0	1	6
CC(C(=O)NCc1ccco1)n1cc([N+](=O)[O-])cn1 (stereo not given)	-3	1	0	-3	-4	2	3	-2	-3	-1
Cc1cccc(C)c1NC(=O)CNC(=O)C1CCCN(C(=O)c2ccc(Cl)cc2)C1 (stereo not given)	-5	-3	-1	-1	-1	-4	-4	-5	-3	-2
Fc1ccc(NC(=S)NCc2cccnc2)cc1	16	-3	1	4	-3	0	3	2	0	-1

Rewritten field by field: part of the list above
Molecule: O=S(=O)(NCC1CCCN(Cc2ccccc2O)C1)c1cccc2cccnc12 (stereo not given)
  SIAE inh = -1
  rCAG binder = -5
  GC-B act = 3
  HTRA1 inh = -7
  TCR-CD3 inh = 6
  MBD2 DNA inh = -1
  NPR1 activator = 0
  ABHD4 inh = 0
  PRMT1 FP inh = -3
  UHRF1 binding = 2
Molecule: CCOc1ccc(CN(C)c2nc(-c3cccnc3)nc3ccccc23)cc1OC
  SIAE inh = -11
  rCAG binder = -3
  GC-B act = -2
  HTRA1 inh = -46
  TCR-CD3 inh = -7
  MBD2 DNA inh = 3
  NPR1 activator = 1
  ABHD4 inh = -13
  PRMT1 FP inh = 3
  UHRF1 binding = 3

New compounds follow:
SMILES	SIAE inh	rCAG binder	GC-B act	HTRA1 inh	TCR-CD3 inh	MBD2 DNA inh	NPR1 activator	ABHD4 inh	PRMT1 FP inh	UHRF1 binding
Cc1cc(C(=O)CN2C(=O)NC(C)(c3cccc(Br)c3)C2=O)c(C)n1Cc1ccco1 (stereo not given)	-4	-1	3	-37	6	-5	-1	-13	2	0
CCOc1ccc(CNc2ncnc(N)n2)cc1	2	1	-8	1	-3	-3	0	1	1	1
O=C(CC(=O)N/N=C/c1ccccc1O)NCc1cccnc1	-2	-2	4	-3	-3	5	2	-7	3	5
Cc1ccc(OCCn2cncn2)c([N+](=O)[O-])c1	3	-2	5	0	-2	2	7	5	0	0
Cc1ccc(C)c(NC(=O)C(OC(=O)c2cc[n+]([O-])cc2)c2ccccc2)c1 (stereo not given)	2	-2	-12	2	2	-1	-9	-5	-3	-1
COCC(C)NCC(=O)NC(C)CCc1ccccc1 (stereo not given)	-5	-1	7	4	0	0	2	9	-2	1
CC1(C)CC2(CC(c3ccccc3)Oc3cc(O)ccc32)NC(=O)N1 (stereo not given)	1	-2	4	·	1	1	29	6	2	-2
Cc1nc2ccccc2c(=O)n1-c1cccc(NS(=O)(=O)c2ccccc2)c1	-2	6	1	-4	3	-4	-4	3	4	1
Cc1nnc(SCC(=O)NC2CCC(C)CC2)s1 (stereo not given)	1	-2	7	5	3	-3	0	7	0	0
Cc1ccc(CNC(=O)c2cncc(Br)c2)cc1	-3	-2	3	-5	-7	3	1	6	4	4
O=C(CN(Cc1ccccc1)C(=O)CNS(=O)(=O)c1ccc(Cl)cc1)NCC1CCCO1 (stereo not given)	-1	-1	-2	4	8	1	2	4	-1	1
CN1CCN(C(=O)C2Cc3c(-c4ccc5c(c4)OCO5)ccnc3O2)CC1 (stereo not given)	3	0	2	·	2	-4	2	0	-1	-1

For convenience, part of the list above:
SMILES	SIAE inh	rCAG binder	GC-B act	HTRA1 inh	TCR-CD3 inh	MBD2 DNA inh	NPR1 activator	ABHD4 inh	PRMT1 FP inh	UHRF1 binding
O=C(CN(Cc1ccccc1)C(=O)CNS(=O)(=O)c1ccc(Cl)cc1)NCC1CCCO1 (stereo not given)	-1	-1	-2	4	8	1	2	4	-1	1
CN1CCN(C(=O)C2Cc3c(-c4ccc5c(c4)OCO5)ccnc3O2)CC1 (stereo not given)	3	0	2	·	2	-4	2	0	-1	-1

Shown with values under each structure: two of the compounds above.
Sequence of screens – SIAE inh	rCAG binder	GC-B act	HTRA1 inh	TCR-CD3 inh	MBD2 DNA inh	NPR1 activator	ABHD4 inh	PRMT1 FP inh	UHRF1 binding
> O=C(CN(Cc1ccccc1)C(=O)CNS(=O)(=O)c1ccc(Cl)cc1)NCC1CCCO1 (stereo not given)
    -1	-1	-2	4	8	1	2	4	-1	1
> CN1CCN(C(=O)C2Cc3c(-c4ccc5c(c4)OCO5)ccnc3O2)CC1 (stereo not given)
    3	0	2	·	2	-4	2	0	-1	-1
